Source: PubChem BioAssay (Southern Research Specialized Biocontainment Screening Center)
H1N1 NS1A inhibition – H1N1 influenza NS1A inhibitors, functional cell based assay (AID 504329); NS1A functional cell-based assay, percent inhibition; higher % means a stronger effect; one-dose inhibition, % at 12.5 µM; IC50 in µM for titrated hits; actives 0.3% (n = 340,000); in the data active means a potency from the dose series; inconclusive means inhibition above about 27% without an active follow-up result; further: strong numbers were not always called active
M. tuberculosis – growth inhibition of non-replicating M. tuberculosis (AID 488890). Mycobacterium tuberculosis non-replicating, growth inhibition; higher % means a stronger effect. inhibition, % at 25 µM, or IC50 in µM where a hit was titrated. actives 0.39% (n = 320,000); in the data active means a potency from the dose series; inconclusive means inhibition mostly from about 82% at the one dose, without a potency; inactive means the rest, 99 in 100 with inhibition below about 76%;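 further: plate controls were DMSO cells for no effect and high antibiotic wells for full effect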
H37Rv inhibition – M. tuberculosis growth inhibition, HTS (AID 449762); one-dose inhibition, % at 25 µM; IC50 in µM for titrated hits; M. tuberculosis H37Rv growth inhibition, 7H9 media; higher % means a stronger effect; actives 0.59% (n = 330,000); in the data active means a potency from the dose series; inconclusive means inhibition above about 70% without an active follow-up result;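 further: bacterial growth assessed after seven days of incubation; strong numbers were not always called active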
PhoP GFP inhibition – Inhibition of PhoP regulon, Salmonella typhi GFP reporter cells, confirmation, 4 h (AID 1850) | Salmonella Typhi PhoP-promoter GFP reporter, fluorescence, 4 h; higher % means a stronger effect | actives 0.33% (n = 310,000) | inhibition, % at 50 µM, or IC50 in µM where a hit was titrated; in the data active means a potency from the dose series; inconclusive means inhibition mostly from about 25% at the one dose, without a potency; inactive means the rest, 99 in 100 with inhibition below about 19%;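 further: 0% = induced wells with vehicle and 100% = uninduced wells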
inhibitors of VEEV – inhibitors of VEEV TC-83 cytopathic effect, confirmation, Vero cells (AID 588727). Vero cells, VEEV TC-83 cytopathic effect inhibition; higher % means a stronger effect. inhibition, % at 20 µM, or IC50 in µM where a hit was titrated. actives 0.13% (n = 350,000); in the data active means a potency from the dose series; inconclusive means inhibition mostly from about 14% at the one dose, without a potency; inactive means the rest, 99 in 100 with inhibition below about 12%; further: strong numbers were not always called active
inhibitors of VEEV 10K pilot screen – further read-out of inhibitors of VEEV, marked with its call; inhibition, %; measured here: 10K pilot screen inhibition
Starred values were filed as active, the others as inactive; i = inactive; ? = inconclusive; . = no result given.

SMILES	H1N1 NS1A inhibition	M. tuberculosis	H37Rv inhibition	PhoP GFP inhibition	inhibitors of VEEV	others
COc1cc(NC(=O)CNC(=O)Cn2c(C)cc3ccccc3c2=O)cc(OC)c1OC	-2%	6%	-7%	6%	i
Cc1ccc(C)c(NC(=S)c2ccc3ccccc3n2)c1	9%	5%	9%	-5%	i
Cc1ccsc1C(=O)N/N=C/C=C/c1ccccc1[N+](=O)[O-]	5%	?	57%	7%	1.5%
O=C(CCCCCNC(=S)Nc1ccc(Cl)cc1)C[N+](=O)[O-]	-14%	0%	-3%	3%	0.8%
c1ccc(-n2nnnc2-c2cccnc2)cc1	-1%	-5%	-4%	-1%	i
CCOc1cccc(N2CCN(CCNC(=O)Nc3ccc(C)cc3)CC2)c1C	7%	33%	25%	-9%	i
Cc1ccc(NC(=O)CCCc2nc3ccccc3c(=O)[nH]2)c(Cl)c1	-9%	17%	4%	.	0.4%
COC1=C(C)C(=O)O[C@]12C(=O)C(C)=C1CCCCN3[C@H]([C@@H]4C[C@H](C)C(=O)O4)CC[C@]132	-11%	6%	-10%	.	0.2%	inhibitors of VEEV 10K pilot screen=0.5
Cc1nc2cc(C(=O)OCC(=O)NC34CC5CC(CC(C5)C3)C4)ccc2n1-c1ccccc1	0%	80%	?	-6%	3.5%
O=C(O)CCNC(=O)OCC1c2ccccc2-c2ccccc21	1%	1%	11%	-18%	0.5%
CCSc1nnc(NC(=O)c2ccccn2)s1	11µM*	?	?	9%	?
O=S(=O)(c1cccs1)N1CCN(CC(O)COc2cc(Cl)ccc2Cl)CC1 (centres undefined)	34%	28%	3%	-2%	3.5%
O=c1c2c(nc3nc(NCc4cccc(Cl)c4)[nH]n13)CCC2	.	38%	20%	-1%	1.1%
CCOC(=O)CN1C(=O)N[C@@H](c2ccc(Br)cc2)C(C(=O)OC)=C1C	0%	2%	4%	10%	0.3%
CCSc1ccccc1C(=O)Nc1cc(OC)c(OC)c(OC)c1	5%	6%	-7%	-38%	0.6%
Cc1occc1C(=O)N/N=C/c1ccc2c(c1)OCO2	-10%	-8%	-1%	9%	i
CN1CCN(Cc2c(O)ccc3cc(Br)ccc23)CC1	.	?	?	-6%	.
COc1ccc(OC)c2c(C)cc(NCCN3CCOCC3)nc12	-2%	0%	-8%	9%	2.0%
CCN(C(=O)Cn1nc(C)c([N+](=O)[O-])c1C)c1c(N)n(Cc2ccccc2)c(=O)[nH]c1=O	-4%	-4%	-2%	-3%	1.4%
CCOc1cc(-c2nc3cc(C)ccn3c2NCC2CCCO2)ccc1O (centres undefined)	2%	26%	-5%	13%	2.5%
CC(C)CC(=O)Nc1cc2c3c(c1)C(C)C(=O)N3CCC2 (centres undefined)	1%	-8%	0%	3%	3.0%
Cc1cc(C(=O)OCC(=O)NC2CCS(=O)(=O)C2)c2ccccc2n1 (centres undefined)	0%	-2%	3%	5%	0.9%
COc1ccc(C2=NC(=O)NC2c2ccc(OC)cc2)cc1 (centres undefined)	-1%	42%	7%	-11%	1.3%
COc1ccc(Br)cc1/C=C/C(=O)NC(=S)Nc1ccc(CN2CCOCC2)cc1	0%	65%	-2%	-5%	2.2%
COc1cccc(Oc2ccc(OC)cc2C(=O)O)c1	-7%	-2%	5%	-4%	1.2%
CCOC(=O)c1sc(NC(=O)CNCc2ccccn2)c(C(=O)OCC)c1C	8.8µM*	?	?	15%	2.2%
CCN1C(=O)c2cccc3c(NC(=O)c4ccc(S(=O)(=O)N5CCOCC5)cc4)ccc1c23	-7%	3%	-4%	-4%	11%
Cc1cc(Cl)ccc1NC(=S)N1CCN(C(=O)C2CCCO2)CC1 (centres undefined)	2%	8%	7%	-2%	10%
Cc1cccc(OCC(=O)Nc2cc(NC(=O)COc3cccc(C)c3C)cc(C(=O)O)c2)c1C	0%	7%	12%	-2%	0.8%
Cc1cccc(NC(=O)NNC(=O)c2cc3occc3[nH]2)c1C	-1%	1%	-2%	6%	7.6%

No new results follow: 5 of the compounds above.
SMILES	H1N1 NS1A inhibition	M. tuberculosis	H37Rv inhibition	PhoP GFP inhibition	inhibitors of VEEV	others
Cc1occc1C(=O)N/N=C/c1ccc2c(c1)OCO2	-10%	-8%	-1%	9%	i
CN1CCN(Cc2c(O)ccc3cc(Br)ccc23)CC1	.	?	?	-6%	.
COc1ccc(OC)c2c(C)cc(NCCN3CCOCC3)nc12	-2%	0%	-8%	9%	2.0%
CCN(C(=O)Cn1nc(C)c([N+](=O)[O-])c1C)c1c(N)n(Cc2ccccc2)c(=O)[nH]c1=O	-4%	-4%	-2%	-3%	1.4%
CCOc1cc(-c2nc3cc(C)ccn3c2NCC2CCCO2)ccc1O (centres undefined)	2%	26%	-5%	13%	2.5%

Additional records
SMILES	H1N1 NS1A inhibition	M. tuberculosis	H37Rv inhibition	PhoP GFP inhibition	inhibitors of VEEV	others
C=CCNc1nc(N2CCOCC2)c(C#N)c2c1CN(C)CC2	8%	-18%	-11%	9%	1.9%
COc1ccccc1CNC(=O)CCc1c(C)nc2cc(-c3ccccc3OC)nn2c1C	-4%	61%	11%	4%	0.3%
COc1ccc(N=Cc2ccc(CNS(=O)(=O)c3ccc(Cl)cc3)o2)cc1	8%	16%	99%	-2%	2.1%
Nc1c(-c2ccccc2)cnc2ncnn12	0%	4%	9%	8%	4.0%
CN(C)CCN(C)Cc1ccccc1Sc1cccc2ccccc12	15%	62%	32%	1%	i	inhibitors of VEEV 10K pilot screen=0.6
COc1ccc(CCC(=O)Nc2ccc(OC)c(S(=O)(=O)N3CCCCC3)c2)cc1	-6%	7%	-13%	.	1.0%
CC(/C=C/c1ccccc1)=N\NC(=O)c1cc(C)[nH]n1	-1%	59%	-4%	4%	1.0%
C[C@H]1CN=C(Nc2ccccc2)N1CCc1ccccc1	-9%	6%	7%	-3%	0.7%	inhibitors of VEEV 10K pilot screen=0.4
COC(=O)COc1ccc(S(=O)(=O)N2CCCCC2)cc1[N+](=O)[O-]	-4%	-4%	-15%	6%	1.0%
O=C(COC(=O)/C=C/c1cccc(Cl)c1)Nc1ccc2[nH]c(=O)[nH]c2c1	-3%	-6%	2%	-3%	5.3%
O=C(CSc1n[nH]c(=O)[nH]c1=O)Nc1ccc2c(c1)C(=O)c1ccccc1C2=O	-4%	11%	1%	-6%	0.7%
CC(C)CCn1c(=O)c2ccccc2n2c(CN(C)Cc3ccccc3)nnc12	-40%	43%	6%	-5%	4.8%
O=C(COc1ccc(S(=O)(=O)NC2CCCC2)cc1)N1CCCCCC1	6%	-4%	-7%	2%	i
CC(=O)c1cnc(-c2cccc(Cl)c2)s1	-11%	11%	6%	2%	1.6%
Cc1ccc(-c2noc(CN(C(=O)Cc3ccccc3)C(C)C)n2)cc1	-8%	16%	4%	3%	0.8%

Molecules from the list above that have a furan ring, fused or not:
SMILES	H1N1 NS1A inhibition	M. tuberculosis	H37Rv inhibition	PhoP GFP inhibition	inhibitors of VEEV	others
Cc1occc1C(=O)N/N=C/c1ccc2c(c1)OCO2	-10%	-8%	-1%	9%	i
Cc1cccc(NC(=O)NNC(=O)c2cc3occc3[nH]2)c1C	-1%	1%	-2%	6%	7.6%
COc1ccc(N=Cc2ccc(CNS(=O)(=O)c3ccc(Cl)cc3)o2)cc1	8%	16%	99%	-2%	2.1%

The list continues:
SMILES	H1N1 NS1A inhibition	M. tuberculosis	H37Rv inhibition	PhoP GFP inhibition	inhibitors of VEEV	others
O=C(c1ccccn1)c1conc1C(=O)c1ccc(Br)cc1	-3%	23%	3%	-14%	2.5%
COc1ccc(CNc2nc(-c3ccccc3)nn2C(=O)c2ccc([N+](=O)[O-])cc2)cc1	-3%	6%	7%	-9%	1.7%
COc1ccccc1NC(=O)c1ccc2nc(-c3ccccc3)c(-c3ccccc3)nc2c1	1%	3%	-1%	-1%	3.5%
Cc1ccc(NC(=O)C(=O)NCC2CCCN2S(=O)(=O)c2cccs2)c(C)c1 (centres undefined)	11%	30%	19%	-4%	2.2%
C/C(=N\NC(=O)c1c(C)nc2ccccn12)c1ccc(O)cc1O	6%	-11%	7%	9%	2.4%
CCCNC(=O)c1ccc2c(=O)c(O)c(-c3ccc(Cl)c([N+](=O)[O-])c3)[nH]c2c1	-1%	-1%	-2%	-2%	3.0%
O=C1NC(=O)N(c2ccc(Br)cc2)C(=O)/C1=C/c1ccsc1	9%	-12%	-3%	-3%	0.1%
CCOc1ccc(OCC)c(NC(=O)CN(c2ccc(C)cc2)S(=O)(=O)c2c(C)noc2C)c1	2%	14%	3%	1%	6.2%
COc1ccc(NC(=O)CC(NC(C)c2ccccc2)C(=O)O)cc1 (centres undefined)	-8%	11%	-1%	-29%	1.5%
O=C(Nc1ccc([N+](=O)[O-])cc1)c1ccc(S(=O)(=O)N2CCCC2)cc1	0%	-7%	0%	6%	1.5%
O=C(NCc1ccccc1)c1onc(CSc2ccc(F)cc2)c1C(=O)NCCCN1CCOCC1	-10%	9%	32%	-22%	0.7%	inhibitors of VEEV 10K pilot screen=1.2
Cc1cccc(C)c1NC(=O)Cn1nnc(-c2ccc(N3CCOCC3)cc2)n1	-2%	-25%	3%	9%	1.0%
CC(C)C[C@H]1CN([C@@H](CC(C)C)CN2CCC[C@@H]2CN2C(=O)C(=O)NC[C@@H]2Cc2ccccc2)C(=O)C(=O)N1CC1CCCCC1	10%	.	.	.	i
O=C(Cc1cccs1)Nc1cc(SCCO)cc([N+](=O)[O-])c1	-2%	-6%	2%	-2%	1.9%
NC(C(=O)O)C1ON=C(Cl)C1O (centres undefined)	-21%	.	.	.	6.2%
O=C1c2ccccc2NC(c2ccccc2)N1NS(=O)(=O)c1ccccc1 (centres undefined)	-6%	-7%	-3%	-6%	0.7%
c1ccc(CCC2CCCCN2Cc2nc(-c3ccc4c(c3)OCO4)no2)nc1 (centres undefined)	4%	22%	-3%	-3%	11%
Cc1noc(NC(=O)c2ccccc2)c1C#N	0%	4%	-1%	-6%	6.9%
CCN(CC(=O)NC(C)C)C(=O)[C@H](C)NC(=O)c1ccc(Br)cc1	-2%	-2%	1%	2%	0.3%
O=C(Nc1ccccc1)Nc1cc([N+](=O)[O-])ccc1F	-5%	-5%	6%	-9%	6.5%	inhibitors of VEEV 10K pilot screen=9.9
COc1ccc(C2=NOC3(CC(=O)N(c4ccc5ccccc5c4)C3=O)C2)c(OC)c1 (centres undefined)	12%	15%	4%	-9%	2.6%
c1ccc2c(CN3CCOCC3)csc2c1	-3%	-8%	6%	-1%	0.9%
CON=C1CCN(c2ncc(C(F)(F)F)cc2Cl)CC1	-4%	-10%	-4%	0%	0.9%
CCN(CC)S(=O)(=O)c1cccc(C(=O)NC(C(=O)NCCc2ccccn2)C(C)C)c1 (centres undefined)	5%	8%	-1%	.	0.4%
CCCn1c(SCC(=O)Nc2ccc(NC(C)=O)cc2)nc2c1c(=O)n(C)c(=O)n2C	-7%	-10%	6%	-33%	0.4%
N#Cc1ccc(NC(=O)CN2C(=O)NC(Cc3ccccc3)C2=O)cc1 (centres undefined)	6%	-4%	-4%	1%	0.3%
CCCNCc1cc(OC)c(OCC(=O)Nc2ccccc2)cc1Br	2%	12%	-4%	13%	1.6%
CC(=O)Nc1ccc(NC(=O)CSc2n[nH]c(-c3cccs3)n2)cc1	-5%	3%	2%	0%	1.4%
O=C(N/N=C/c1cc([N+](=O)[O-])ccc1Cl)c1ccc2nc[nH]c2c1	4%	-5%	4%	-8%	2.5%
CC(C)CCN1C(Nc2ccccc2)=NC[C@@H]1C	-17%	1%	57%	-3%	0.6%

3 entries already listed, arranged by heavy-atom count, high to low:
SMILES	H1N1 NS1A inhibition	M. tuberculosis	H37Rv inhibition	PhoP GFP inhibition	inhibitors of VEEV	others
CCN(CC)S(=O)(=O)c1cccc(C(=O)NC(C(=O)NCCc2ccccn2)C(C)C)c1 (centres undefined)	5%	8%	-1%	.	0.4%
CCN(CC(=O)NC(C)C)C(=O)[C@H](C)NC(=O)c1ccc(Br)cc1	-2%	-2%	1%	2%	0.3%
Cc1noc(NC(=O)c2ccccc2)c1C#N	0%	4%	-1%	-6%	6.9%

Following part
SMILES	H1N1 NS1A inhibition	M. tuberculosis	H37Rv inhibition	PhoP GFP inhibition	inhibitors of VEEV	others
CC1=CCC2C(=O)N(c3nc(C)cc(C)n3)C(=O)C2C1 (centres undefined)	-4%	-2%	2%	0%	5.6%
COc1ccc(-c2cccc(NC(=O)c3cccs3)c2)nn1	-15%	-1%	-6%	3%	7.4%
CCOC(=O)C1CCN(CCC(=O)Nc2ccc(Br)cc2)CC1	-11%	71%	-27%	-7%	i
C/C(=N\N=c1/sc2ccccc2n1C)c1ccccn1	-5%	66%	11%	-8%	1.0%
CCOc1ccc(N2C(=O)c3cccnc3C2=O)cc1	1%	-4%	9%	-3%	1.5%
